PLAP inhibitors HTS: PLAP enzyme inhibitors, biochemical, luminescence, HTS (AID 690); 96,000 compounds, 0.08% hits; Alkaline phosphatase, placental type (Homo sapiens); purified PLAP, luminescent substrate; higher % means a stronger effect; inhibition, % at 20 µM, or IC50 in µM where a hit was titrated; in the data active = a potency from the dose series; inactive = the rest, 99 in 100 with inhibition below about 30%; also: strong numbers were not always called active
IL1B NFkB pot: enhancers of NFkB p65 translocation in HUVEC – imaging, IL-1B stimulus, high-content imaging, primary screen | 94,000 compounds, 0.3% hits | AID 819, 2007 | activation, % at 2 µM | HUVEC IL-1B NFkB p65 nuclear translocation imaging;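 active = activation above 40%, about the mean plus 3 SD, also judged a hit on visual image review; inconclusive = activation above 40% but not a hit on visual review; inactive = activation not above 40% and no visual hit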;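 also: percent activation is computed from the nuclear over cytoplasmic p65 intensity ratio; values of inactives mirror those of a sister screen read the other way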
MRP resist rev: reversal of MRP1-mediated doxorubicin resistance, primary screen, H69AR cells, doxorubicin co-treatment; AID 602, 2007; differential viability (reversal), % at 10 µM; 85,000 compounds, 0.04% hits; H69AR cells + 2 uM doxorubicin, CellTiter-Glo, 72 h;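 active = viability drop by adding the cancer drug above about 55%, with treated viability meeting a 40% cutoff, limit read from the data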;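 also: viability without doxorubicin minus viability with 2 µM doxorubicin for each compound; larger differential means the compound sensitizes cells more to doxorubicin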
NFkB transloc inh: inhibitors of IL-1B driven NFkB p65 nuclear import, primary screen, imaging, HUVEC, IL-1B stimulus, high-content imaging; HUVEC IL-1B NFkB p65 nuclear translocation imaging; inhibition, % at 2 µM; 94,000 compounds, 0.43% hits;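 active = inhibition above about 30% together with a positive call from visual inspection of the well image, limit read from the data; inconclusive = inhibition above a set limit but visual check negative; inactive = inhibition not above a set limit, visual check negative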;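 also: nuclear over cytoplasmic p65 intensity ratio measured by imaging; 0% = IL-1B stimulated DMSO wells and 100% = unstimulated DMSO wells; values of inactives mirror those of a sister screen read the other way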
Bcl-B TR3 displacers: displacers of TR3 peptide from Bcl-B, primary screen, selectivity assay for Bfl-1 inhibitor project, biochemical, fluorescence polarization; Bcl-2-like protein 10 (Homo sapiens); FP displacement of FITC-TR3 peptide from Bcl-B; higher % means a stronger effect; displacement, % at 20 µM; hits with a dose series show IC50 in µM; 96,000 compounds, 0.11% hits;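 active = displacement above 50% at 20 µM plus a fluorescence interference ratio under 1.5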;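 also: plate controls were wells without compound for no effect and wells lacking Bcl-B protein for full effect; a part of the inactive calls stands beside numbers as strong as those of hits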
MRP resist rev cytotoxicity: recorded beside MRP resist rev, whose call it bears; viability, %; H69AR cells, CellTiter-Glo, 72 h; measured here: cytotoxicity without doxorubicin
MRP resist rev with doxorubicin: also measured in MRP resist rev; calls as there; viability, %; measured here: viability with 2 uM doxorubicin; active compounds read low
NFkB transloc inh cell count 2 µM: recorded beside NFkB transloc inh, whose call it bears; cell count; measured here: cells passing quality filter;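 raw number of nuclei counted in each imaged well without normalization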
IL1B NFkB pot cell count 2 µM: further read-out of IL1B NFkB pot, marked with its call; cell count; measured here: cells passing quality filter
Active calls of the source: *; u = inconclusive; x = no result given. An excerpt, so the mix of outcomes need not match the whole.

SMILES	PLAP inhibitors HTS	IL1B NFkB pot	IL1B NFkB pot cell count 2 µM	MRP resist rev	MRP resist rev cytotoxicity	MRP resist rev with doxorubicin	NFkB transloc inh	NFkB transloc inh cell count 2 µM	Bcl-B TR3 displacers
O=C(Cn1nnc(-c2ccc(OCc3ccccc3F)cc2)n1)N1CCOCC1	x	17	124	22	95	73	-17	124	x
Cc1cccc(NC(=O)CC2C(=O)NCCN2C(=S)Nc2ccccc2)c1 (centres undefined)	-16%	11	150	x	x	x	-11	150	2%
O=C(NC1CC1)C1CC(=O)N(C2CCCCC2)C1 (centres undefined)	8%	121*	161*	5	99	95	-121	161	-12%
Cc1nnsc1NC(=O)OCc1ccc(C(F)(F)F)cc1	8%	1	113	x	x	x	0	113	-10%
Cc1c(NC(=O)c2cnn3c2NC(c2ccccc2)CC3C(F)(F)F)c(=O)n(-c2ccccc2)n1C (centres undefined)	-55%	2	166	7	108	102	-2	166	-11%
CCc1nc(SCC(=O)NCc2ccccc2)c2c(=O)n(C)c(=O)n(C)c2n1	-6%	-12	168	-3	27	30	12	168	-1%
Cc1cc(N2CCN(S(=O)(=O)c3ccc(Cl)cc3)CC2)c2ccccc2n1	-89%	24	87	-9	71	80	-24	87	2%
O=C(COC(=O)CCC(=O)c1cccs1)Nc1cccc(S(=O)(=O)N2CCOCC2)c1	-2%	-5	149	4	92	88	6	149	-2%
CC(C)(C)n1nnnc1C(c1cccs1)N(Cc1cccnc1)Cc1ccco1 (centres undefined)	-41%	-2	179	27	89	62	2	179	-2%
Cc1ccc(Cl)cc1N1CCN(C(=O)CN2C(=O)c3cccc4cccc2c34)CC1	-10%	8	139	2	77	76	-8	139	-4%
COCCNC(=O)C(c1cccs1)N(C(=O)Cn1nnc2ccccc21)c1cccc(C(C)=O)c1 (centres undefined)	-33%	-2	134	5	88	84	2	134	17%
O=C(C(Cc1ccccc1)NS(=O)(=O)c1cccc2cccnc12)N1CCc2ccccc21 (centres undefined)	18%	-3	168	-5	60	65	3	168	8%
O=C(Nc1ccc2c(c1)OCO2)Oc1ccccc1	16%	9	133	9	96	87	-9	133	-7%
C=CCn1c(NC(=O)c2ccc(Br)o2)c(S(=O)(=O)c2ccccc2)c2nc3ccccc3nc21	-19%	-10	153	-4	101	105	10	153	-1%
COc1ccc(CC(=O)NCCc2ccc(S(N)(=O)=O)cc2)cc1	4%	7	136	x	x	x	-7	136	6%
NC(=S)N/N=C/c1ccc(-c2ccc(Cl)c(Cl)c2)o1	15%	23	117	1	51	50	-23	117	-10%
O=C(CC(C(=O)N1CCc2ccccc21)n1ccnc1)NCC1CCCO1 (centres undefined)	-10%	10	166	12	88	75	-10	166	-9%
CCC(=O)N(Cc1cc2ccccc2[nH]c1=O)C(C)C	3%	-7	134	-16	91	107	7	134	2%
CCOc1ccc(OCC)c(NC(=O)CN2CCN(c3cccc(C)c3)C(C)C2)c1 (centres undefined)	-7%	30	173	-21	19	40	-30	173	-4%
Cc1nnc(SCC(=O)Nc2ccccc2N2CCOCC2)s1	x	16	116	8	86	78	-16	116	x
COC(=O)[C@H](Cc1ccccc1)NC(=O)Nc1ccc(S(N)(=O)=O)cc1	4%	-8	134	-8	100	109	8	134	-2%
CCCCOc1ccc(-c2nc(SCC(N)=O)n[nH]2)cc1	4%	-8	147	6	89	83	8	147	-4%
CC(C)NC(=O)c1cnc(N2CCN(c3ccccn3)CC2)c2ccccc12	-22%	27	123	9	79	69	-27	123	-13%
COc1cc(OC)cc(N(C(=O)c2ccco2)C(C(=O)NC2CCCC2)c2ccc(N(C)C)cc2)c1 (centres undefined)	-53%	2	141	8	95	88	-2	141	1%
O=C(Nc1cccc(S(=O)(=O)c2cccc(NC(=O)C3CC3)c2)c1)C1CC1	-31%	4	157	0	82	82	-4	157	-6%
Cc1ccc(-n2c(=O)cc(N3CCN(Cc4ccccc4)CC3)[nH]c2=O)cc1	-20%	37	184	15	102	86	-36	184	2%
Cc1ccc(-n2c(Cc3ccccc3)n[nH]c2=S)cc1	-25%	-9	165	-2	81	83	9	165	-5%
Nc1cccc2c1C(=O)N(C(=O)c1ccc(S(=O)(=O)N3CCCCCC3)cc1)C2=O	-35%	-8	48	0	83	83	8	48	15%
Cc1ccc(C)c(S(=O)(=O)NC(C)C(=O)Nc2ccc(-c3nc4ccccc4s3)cc2)c1 (centres undefined)	10%	5	194	x	x	x	-5	194	-15%
Cc1cccc(N(CC(N)=O)S(C)(=O)=O)c1C	-4%	3	138	3	95	91	-3	138	1%
C=CCNC(=O)c1cc(-c2ccccc2O)on1	4%	15	74	7	76	70	-15	74	-3%
c1cc(CNc2ccc3c(c2)OCCO3)ccn1	22%	13	132	-7	96	103	-13	132	-5%
CCOc1nc(NCCc2ccc(OC)c(OC)c2)nc(N2CCN(c3ccc(OC)cc3)CC2)n1	24%	-6	49	16	53	37	6	49	7%
O=C(c1ccco1)N1CCN(c2cc(C(F)(F)F)nc3ncnn23)CC1	21%	-6	182	-6	95	100	6	182	-9%
O=C(CCn1nnc2ccccc2c1=O)N[C@@H](Cc1ccccc1)C(=O)O	-24%	-1	49	4	86	83	1	49	-10%
COc1ccc(N2C(=O)CC(N3CCCC4CCCCC43)C2=O)cc1 (centres undefined)	-7%	9	143	-11	103	114	-9	143	-5%
COCc1nc(-c2ccc(-c3ccccc3)nc2OC)no1	x	4	141	3	74	71	-4	141	x
Cc1cc(=O)n(CC(C)O)c(O)c1C#N (centres undefined)	x	-99	14	1	96	95	99*	14*	x
COC(=O)c1c(NC(=O)CSc2nnc(Cn3nnc4ccccc43)n2C)sc(C)c1C	-58%	x	x	11	82	71	x	x	-10%
CCc1nnc(NC(=O)C2CCN(c3nccc(C)n3)CC2)s1	-22%	14	196	10	85	75	-14	196	7%
Cc1ccc(NC(=O)c2sc(Cl)nc2-c2ccccc2)cc1	2%	-1	173	x	x	x	2	173	-1%
N#Cc1c2n(c3c(=O)n(Cc4ccccc4Cl)cnc13)CCCC2	-66%	2	89	-3	81	84	-2	89	12%
O=S(=O)(c1cccc2cccnc12)N1CCN(Cc2ccc3c(c2)OCO3)CC1	-27%	u	x	-6	85	91	-48	135	4%
O=C1c2cccc3cccc(c23)N1CN1CCN(c2ccccn2)CC1	17%	-6	205	-9	87	96	6	205	6%
CCOc1ccc(NS(=O)(=O)c2ccc3c(c2)CCN3C(=O)CCC(=O)O)cc1	-1%	8	135	14	99	85	-8	135	0%
CCCCn1c(SCC(=O)NC(C)(C)C)nnc1-c1ccco1	8%	7	105	x	x	x	-7	105	-15%
COC(=O)c1[nH]c2ccc(F)cc2c1NS(=O)(=O)c1ccc(OC)cc1OC	14%	-10	147	-21	62	83	10	147	-2%
Cc1ccc(C)n1NC(=O)c1cccc(Cl)c1	9%	-4	176	16	113	97	4	176	3%
COCCCn1nnnc1SCC(=O)N1CCCC1	-6%	2	164	-15	83	98	-2	164	3%
COc1ccc(CCNC(=O)c2ccc(CNS(=O)(=O)c3cc(C)ccc3C)cc2)cc1OC	-88%	-2	134	x	x	x	2	134	-88%
Cc1ccc(NC(=O)NC2(C(=O)NCc3ccco3)CCCCC2)cc1	-29%	-4	69	7	104	97	4	69	-9%
C=CCSc1n[nH]c(-c2ccc(OCCCC)cc2)n1	16%	22	177	-11	66	77	-22	177	-3%
CCc1nnc(NC(=O)CSc2nnc(-c3cc4ccccc4cc3O)n2CC)s1	-79%	x	x	5	93	89	x	x	10%
CCOC(=O)c1cc2c(s1)-c1ccccc1CC2	-2%	-5	113	x	x	x	6	113	-4%
COCCN(Cc1cc2ccccc2[nH]c1=O)C(=O)c1ccccc1OC	-21%	x	x	-4	93	97	x	x	0%
O=C(CCc1c[nH]c2ccccc12)NC1CC1	12%	-2	148	1	78	78	2	148	4%
COc1cc(C(=O)N(Cc2cc3cc(C)ccc3[nH]c2=O)CC2CCCO2)cc(OC)c1OC (centres undefined)	-22%	x	x	-2	87	89	x	x	10%
Cc1ccc(OCc2nnc(SCC(=O)c3ccccc3)n2-c2ccccc2)cc1	x	2	93	-6	70	76	-2	93	x
CCn1c(CNC(=O)COC)nc2ccccc21	-1%	-2	134	-4	107	110	2	134	-2%
O=C(CSCc1cccc(Cl)c1)N/N=C/c1ccc(OCC(=O)N2CCCCC2)cc1	-31%	-5	191	x	x	x	5	191	-4%
Remaining list, next part:
SMILES	PLAP inhibitors HTS	IL1B NFkB pot	IL1B NFkB pot cell count 2 µM	MRP resist rev	MRP resist rev cytotoxicity	MRP resist rev with doxorubicin	NFkB transloc inh	NFkB transloc inh cell count 2 µM	Bcl-B TR3 displacers
CC(=O)Nc1nc(C)c(Oc2ccc(Cl)cc2Cl)c(=O)[nH]1	6%	1	160	25	98	72	-1	160	8%
COc1ccc(NC(=O)CCc2nc(-c3ccc(C)cc3)no2)cc1Cl	12%	17	156	-3	87	91	-17	156	1%
Cc1ccc2[nH]c(-c3ccccc3)c(CN3CCOCC3)c(=O)c2c1	1%	x	x	-22	57	80	x	x	6%
CCOC(=O)C1C(=O)OC2(CCCC2)C1C(=O)OCC (centres undefined)	7%	-8	112	x	x	x	8	112	0%
COc1ccc2[nH]c3nc(SCc4nnc(-c5ccc(C)cc5)o4)nnc3c2c1	-36%	-3	86	-28	18	46	3	86	4%

Assay outcomes from PubChem.
